# Source: PubChem BioAssay
# Dyrk1A ADPGlo: inhibitors of rat Dyrk1A kinase. hit rate 0.43% among 310,000. ADP-Glo luminescence, NFATc1 peptide. inhibition, % at 12.5 µM. Q63470; in the data active = inhibition above about 50%;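 note: plate controls were vehicle with enzyme for no effect and no enzyme for full effect; many of its hits are not listed in these tables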
# PolyA inh: inhibitors of polyadenylation in S. cerevisiae; S. cerevisiae SKY197-pL101 polyadenylation reporter, beta-gal luminescence; efflux-impaired pdr1/pdr3 knockout yeast; score 100 = 6 SD above DMSO; calls only at 12 µM; hit rate 0.02% among 300,000; AID 1875;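 active = lowest replicate activity score at least 50, where 100 means six control SD above control mean; inconclusive = lowest score under 50 but half or more replicates reach 50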;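 note: yeast exposed to compound for 9 h at 30 °C; higher score means more reporter readthrough which indicates perturbed polyadenylation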
# HSP90 inh: blocks HSP90-mediated luciferase refolding in reticulocyte lysate | Rabbit reticulocyte lysate, luciferase refolding luminescence, 3 h | inhibition, % at 5.6 µM | hit rate 0.91% among 290,000 | AID 1789;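 active = inhibition above the screen-wide mean plus 3 SD, computed separately per campaign, cut at about 16% in these data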;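 note: 0% = DMSO wells and 100% = 60 µM geldanamycin wells; inhibitors lower the luminescence because luciferase stays unfolded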
# AI-2 QS mod: modulators of Vibrio harveyi AI-2 quorum sensing system | Vibrio harveyi JMH597 AI-2 luminescence/OD600 ratio, 9 h; hits give low values; strain lacks LuxN and CqsS sensors; 0 = neutral-control median | activity change, % at 7.5 µM | hit rate 0.4% among 300,000; in the data active = activity change below about -75%, passing the limit was not always enough; inconclusive = no clear call, values can overlap the other calls;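 note: luminescence divided by OD600 gain over 9 h not by final OD600 alone; inactives centre near 13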
# HDAC3 inhib: human HDAC3 inhibition | inhibition, % at 8.3 µM | AID 2718 | O15379 | hit rate 0.15% among 320,000 | recombinant HDAC3, fluorogenic peptide/trypsin coupled, fluorescence; in the data active = inhibition above about 26%, passing the limit was not always enough; inconclusive = no clear call, values can overlap the other calls
# Target sequence (O15379 whole entry, looked up): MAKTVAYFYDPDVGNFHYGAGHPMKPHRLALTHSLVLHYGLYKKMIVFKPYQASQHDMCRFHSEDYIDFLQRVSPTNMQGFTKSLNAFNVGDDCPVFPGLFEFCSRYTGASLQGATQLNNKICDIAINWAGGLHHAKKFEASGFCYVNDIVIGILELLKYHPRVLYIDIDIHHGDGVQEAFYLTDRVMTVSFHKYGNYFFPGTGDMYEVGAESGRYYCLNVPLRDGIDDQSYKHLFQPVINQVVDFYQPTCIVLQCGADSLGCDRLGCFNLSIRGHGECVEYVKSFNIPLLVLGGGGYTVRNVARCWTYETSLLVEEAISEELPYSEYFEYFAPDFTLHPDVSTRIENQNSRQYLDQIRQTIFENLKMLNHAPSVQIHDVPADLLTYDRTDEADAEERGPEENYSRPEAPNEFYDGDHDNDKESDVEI
# HSF-1 act: increases HSF-1 driven luciferase reporter signal. NIH3T3-HGL HSF-1 luciferase reporter, MG132, 8 h; 100% = twice DMSO control signal. activation, % at 9 µM. hit rate 1.7% among 300,000;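 active = mean replicate activation of at least 50% with a set share of replicates each reaching 50%; inconclusive = only one of those two conditions met; inactive = mean below 50% and too few replicates reaching it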;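 note: 0% = median of the neutral control wells and 100% = twice that signal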
# Platelet DG rel: modulates dense granule release in human platelets; human platelet-rich plasma, SFLLRN dense granule ATP release, luminescence; inhibition, %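 (compounds screened at 7.5 µM in platelet-rich plasma)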; hit rate 0.22% among 300,000;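 active = mean replicate score, as percent of positive control, at or above 50; inconclusive = mean below 50 but at least one replicate at or above 50; inactive = mean and every replicate below 50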
# GSK3beta inhib: human GSK3beta kinase inhibition; P49841; GST-GSK3beta kinase, ADP-Glo luminescence, 60 min; hits give low values; activity score (negative = inhibition), % at 10 µM; hit rate 0.038% among 300,000;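 active = more than half of replicate wells score below -50%, meaning over 50% inhibition versus plate controls; inconclusive = some replicates but at most half score below -50%; inactive = no replicate scores below -50%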;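 note: 0% = median DMSO wells and -100% = median GW8510 positive control wells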
# Target sequence (P49841 whole entry, looked up): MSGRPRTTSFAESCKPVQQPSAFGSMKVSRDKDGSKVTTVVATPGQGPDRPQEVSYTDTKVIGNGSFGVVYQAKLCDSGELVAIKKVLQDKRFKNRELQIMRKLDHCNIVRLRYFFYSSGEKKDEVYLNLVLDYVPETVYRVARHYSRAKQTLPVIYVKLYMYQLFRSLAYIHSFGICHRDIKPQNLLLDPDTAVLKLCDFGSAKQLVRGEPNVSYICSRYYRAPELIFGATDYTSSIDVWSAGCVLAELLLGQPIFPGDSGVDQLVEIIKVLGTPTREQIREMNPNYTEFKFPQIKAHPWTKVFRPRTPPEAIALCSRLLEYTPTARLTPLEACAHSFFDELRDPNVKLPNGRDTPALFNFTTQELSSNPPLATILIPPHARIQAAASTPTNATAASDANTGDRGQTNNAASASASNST
#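 Test system: GST-fused GSK3beta enzyme, cell-free | Quantity: 1.6 ng GST-GSK3beta enzyme per well | Reagent: 25 µM ATP with peptide substrate | Schedule: 60 min enzyme reaction, room temperature | Signal: Luminescent ADP-Glo measurement of ADP formed | Read-out basis: Score relative to plate controls | Control set: DMSO and 20 µM GW8510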
# HSF1 inh: HSF1 inhibition; NIH3T3-HGL HSE-luciferase, MG132-induced, luminescence 8 h; hits give low values; activity change, negative = inhibition, % at 7.5 µM (by protocol); hit rate 0.77% among 300,000; AID 2098;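 active = more than half of replicate wells show activity change below -50%, luminescence cut by over half; inconclusive = some wells, but at most half, below -50%; inactive = no replicate well below -50%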;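 note: luciferase reports HSF-1 transcriptional activity via heat shock element; 0% = median of DMSO wells and -100% = zero luminescence signal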
# GSK3A inh: blocks human GSK-3 alpha kinase. inhibition, % at 10 µM. hit rate 0.1% among 320,000. ADP-Glo luminescence, 60 min;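 in the data active = inhibition above about 50%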;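 note: GST-tagged GSK-3 alpha with peptide substrate and 25 µM ATP; 0% = DMSO neutral wells and 100% = GW8510 positive control wells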
# An asterisk follows results filed as active; i = inactive; ? = inconclusive; . = not tested or not shown. Not all compounds are listed (hit frequency here may not be typical).
GSK3A inh,PolyA inh,HDAC3 inhib,AI-2 QS mod,Dyrk1A ADPGlo,HSF-1 act,GSK3beta inhib,HSP90 inh,Platelet DG rel,HSF1 inh,SMILES
.,i,2,9,0,-5,1,-1,-3,-8,CC(C)C[C@H](NC(=O)NCc1ccc(F)cc1)C(=O)O
-2,i,-5,-6,-1,11,0,3,10,1,CN1C(=O)CC(N2CCN(c3ncccn3)CC2)C1=O (stereo not given)
-1,i,5,12,0,48,-1,0,-1,2,CC(C)C(NC(=O)c1ccccc1)C(=O)NCC(c1ccccc1)N(C)C (stereo not given)
0,i,1,20,-5,-3,0,-1,-6,-8,CCN(CC)CCCNC(=O)CNC(=O)c1nn(-c2ccc(OC)c(OC)c2)c(=O)c2ccccc12
4,i,11,17,0,10,-3,-3,18,-2,O=C(/C=C/c1ccc(OC2CSC2)cc1)c1ccc(Cl)cc1
0,i,0,27,10,-17,-26,5,5,-9,Cc1c(Br)c([N+](=O)[O-])nn1CCCC(=O)N1CCN(c2ccccc2)CC1
3,.,-1,.,6,.,.,2,.,.,Cc1c(Cl)cccc1NS(=O)(=O)c1ccc2c(c1)C1C=CCC1C(c1ccc(C(=O)O)cc1)N2 (stereo not given)
-2,i,1,16,-4,5,0,1,-3,-6,N#Cc1nc(Cc2cccc3ccccc23)oc1NCCCn1ccnc1
-3,i,.,22,6,4,-8,0,-1,4,CC(CNC(=O)CCC(=O)N1CCOc2ccc(Cl)cc21)c1ccccc1 (stereo not given)
-6,i,-3,13,0,0,2,-3,6,1,Cc1noc(NS(=O)(=O)c2ccc(NC(=O)COc3ccc(Cl)cc3Cl)cc2)c1C
1,i,2,34,4,-11,-2,-1,-1,2,O=C(CNCc1cccnc1)Nc1cc(C(F)(F)F)ccc1N1CCOCC1
-2,i,-2,16,2,-6,2,6,0,2,O=C(Nc1ccc(N2CCOCC2)cc1N1CCOCC1)c1ccc(Cl)cc1

# (next part)
GSK3A inh,PolyA inh,HDAC3 inhib,AI-2 QS mod,Dyrk1A ADPGlo,HSF-1 act,GSK3beta inhib,HSP90 inh,Platelet DG rel,HSF1 inh,SMILES
-9,i,0,1,.,-3,-5,0,-7,-11,O=C(Nc1cccc(S(=O)(=O)N2CCOCC2)c1)c1ccc2c(=O)n3c(nc2c1)CCCCC3
-2,i,-4,24,-1,-6,1,-3,-17,-3,C=CCOc1ccc(/C=C2/C(=O)ON=C2C)cc1OCC
3,i,1,20,-1,-8,-2,-3,-2,7,CCOC(=O)c1sc(NC(=O)Nc2ccc(Cl)cc2)cc1C
2,i,1,-4,-6,12,0,0,14,6,Cc1ccc(C(C)C)c(OCC(=O)NNC(=O)C(C(C)C)N2C(=O)c3ccccc3C2=O)c1 (stereo not given)
1,i,4,20,-4,5,1,-3,5,4,CCc1nc(SCC(=O)NCC2CCCO2)c2oc3ccccc3c2n1 (stereo not given)
0,i,12,13,.,7,4,-3,2,-1,C=CCNC(=O)c1ccc(CN2CCC(Cc3ccccc3)CC2)cc1
13,i,-21,11,-3,5,2,58*,10,3,Cc1c(C)c2ccc(OCC(=O)Nc3nccs3)cc2oc1=O
0,i,0,16,1,-11,2,2,16,-4,COc1ccc2oc(=O)c(C(=O)NCc3ccc4c(c3)OCO4)cc2c1
-1,i,-2,21,.,4,1,-1,-6,-7,Cc1c(NC(=O)COC(=O)c2ccc(S(=O)(=O)N3CCOCC3)cc2)c(=O)n(-c2ccccc2)n1C
-1,i,2,2,3,6,-9,-2,-4,4,COCC(=O)N1CCC(n2nnc3cc(C(F)(F)F)ccc32)CC1
-2,i,-4,14,-3,-8,-2,1,-1,-11,CS(=O)(=O)N(CCc1ccccc1)CC(=O)N1CCCCC1
4,i,-5,7,5,-6,1,3,11,-2,Cc1nn(Cc2ccc(F)cc2)c(C)c1NC(=O)c1cc2ncc(Br)cn2n1

# Next section
GSK3A inh,PolyA inh,HDAC3 inhib,AI-2 QS mod,Dyrk1A ADPGlo,HSF-1 act,GSK3beta inhib,HSP90 inh,Platelet DG rel,HSF1 inh,SMILES
1,i,-6,2,7,12,0,-2,6,7,O=c1cc(-c2ccccc2)nc(N2CCN(Cc3ccccc3)CC2)[nH]1
-2,i,?,12,-1,6,.,-3,-8,7,CCC(=O)N1CCc2cc(S(=O)(=O)CCC(=O)N3CCCC(C)C3)ccc21 (stereo not given)
-1,i,2,16,-4,11,4,-3,-1,0,COc1cc(-c2nc3n(c(=O)c2C#N)CCS3)cc(OC)c1OC
3,i,3,-2,18,3,0,8,-4,6,Cn1c(-c2cccc([N+](=O)[O-])c2)cnc1NCc1cccc(F)c1
2,i,1,26,-4,-8,1,2,-9,3,CC(Oc1ccccc1)C(=O)OCC(=O)N1CC(=O)Nc2ccccc21 (stereo not given)
-3,i,-1,1,3,14,0,-1,13,6,Cc1ccc(S(=O)(=O)/N=C(/c2ccccc2)N(C)c2ccc(O)cc2)cc1
-3,i,-5,2,0,7,1,-7,15,1,CC1(C(=O)NCc2cccnc2)CCC(=O)N1Cc1cccs1 (stereo not given)
-1,i,0,-4,-2,2,-4,5,3,4,COc1ccc(/C=C2\SC(=S)N(CCC(=O)Nc3cccc(O)c3)C2=O)cc1OC
-1,i,7,32,-4,31,0,-2,-36,20,CSc1nncc(/C(C)=N\Nc2ccccc2)n1
-3,.,-10,15,-1,-17,3,-6,-2,-2,CCCCc1cc(=O)oc2c(C)c(OCC(=O)N3CCC(C(N)=O)CC3)ccc12
1,i,6,-9,-6,12,1,-3,-6,3,O=C(c1ccco1)N1CCN(c2ncccn2)CC1
-3,i,-4,32,3,1,1,1,-5,-1,CCc1nnc(NC(=O)CCC(=O)NCC2CCCO2)s1 (stereo not given)

# Remaining list, next part:
GSK3A inh,PolyA inh,HDAC3 inhib,AI-2 QS mod,Dyrk1A ADPGlo,HSF-1 act,GSK3beta inhib,HSP90 inh,Platelet DG rel,HSF1 inh,SMILES
0,i,4,-7,-1,31,0,-5,11,-5,Cc1ccc(-c2nc3ncccc3n2O)cc1
0,i,-6,27,7,3,4,-1,15,1,CCOC(=O)c1ccc(N/C(=N\S(=O)(=O)c2ccccc2C)c2ccccc2)cc1
-1,i,3,15,-1,2,1,-1,-3,2,O=C(NCC1CC1)c1ccccc1Cl
-3,i,2,16,-3,-3,0,2,-9,7,Cc1cccc(/C=C2\CCC(C3CCCC3)C2=O)c1 (stereo not given)
-2,i,-12,7,-3,11,1,0,1,-1,COc1cccc2[nH]c(C(=O)NCC3CCCO3)cc12 (stereo not given)
0,i,-3,39,-1,31,2,-2,-4,-3,O=C(Cn1c(SCc2ccccc2)nc2ccccc21)N1CCOCC1
0,i,-2,2,1,28,0,-2,0,15,CCS(=O)(=O)n1nc(-c2ccc(Cl)cc2)nc1SC
13,i,-4,10,2,6,3,-1,-9,-4,C=C(C)C1CC=C(C)/C(=N\NC(=O)CNc2ccccc2OC)C1 (stereo not given)
-3,i,0,6,2,9,4,1,4,5,O=C(CCc1ccccc1)C(=O)N1CCCC(C(=O)c2cccc(Cl)c2)C1 (stereo not given)
-12,.,11,.,-11,.,.,-7,.,.,CCOC(=O)N1CCN(c2c(N3CCc4ccccc4C3)c(=O)c2=O)CC1
-2,i,2,-6,-6,-7,1,0,-4,-1,Cc1ccc(CNc2nc3c([nH]2)c(=O)n(C)c(=O)n3C)cc1
-3,i,4,65,5,42,-1,1,-4,14,COc1ccc(OC)c(-n2c(C)nc3cc(C(=O)O)ccc32)c1

# Complete entries, looked up by structure. Values in the order: GSK3A inh	PolyA inh	HDAC3 inhib	AI-2 QS mod	Dyrk1A ADPGlo	HSF-1 act	GSK3beta inhib	HSP90 inh	Platelet DG rel	HSF1 inh
# O=C(CCc1ccccc1)C(=O)N1CCCC(C(=O)c2cccc(Cl)c2)C1 (stereo not given) as listed: -3	i	0	6	2	9	4	1	4	5
# CCOC(=O)N1CCN(c2c(N3CCc4ccccc4C3)c(=O)c2=O)CC1 as listed: -12	.	11	.	-11	.	.	-7	.	.
# Cc1ccc(-c2nc3ncccc3n2O)cc1 as listed: 0	i	4	-7	-1	31	0	-5	11	-5
# C=C(C)C1CC=C(C)/C(=N\NC(=O)CNc2ccccc2OC)C1 (stereo not given) as listed: 13	i	-4	10	2	6	3	-1	-9	-4
# CCS(=O)(=O)n1nc(-c2ccc(Cl)cc2)nc1SC as listed: 0	i	-2	2	1	28	0	-2	0	15

# The main list resumes, starting 2 compounds before the break.
GSK3A inh,PolyA inh,HDAC3 inhib,AI-2 QS mod,Dyrk1A ADPGlo,HSF-1 act,GSK3beta inhib,HSP90 inh,Platelet DG rel,HSF1 inh,SMILES
-2,i,2,-6,-6,-7,1,0,-4,-1,Cc1ccc(CNc2nc3c([nH]2)c(=O)n(C)c(=O)n3C)cc1
-3,i,4,65,5,42,-1,1,-4,14,COc1ccc(OC)c(-n2c(C)nc3cc(C(=O)O)ccc32)c1
1,i,7,7,6,3,-4,1,-39,-4,Cc1noc(NS(=O)(=O)c2ccc(NC(=O)CCC3CCCC3)cc2)c1C
-3,i,1,13,1,-7,-1,-7,-22,-6,CN(C(=O)c1ccc2c(=O)n3c(nc2c1)CCCCC3)c1ccccc1F
2,i,2,-3,-2,11,4,-4,-1,1,Fc1cccc(Cl)c1CSc1nnc(CNc2ccccc2)o1
0,i,2,15,-1,-35,0,7,-3,-16,C=CCN1C(=O)S/C(=C/c2ccc(Sc3nc4ccccc4[nH]3)o2)C1=O
-3,i,-4,13,2,9,0,-4,-1,-1,O=C(N/N=C/c1cccc(OC(=O)c2ccc([N+](=O)[O-])cc2)c1)c1cccnc1
-7,i,5,15,-69,-1,1,1,-3,-3,C=C1C(C(=O)Nc2ccc(F)cc2)C1C(=O)Nc1ccc(F)cc1 (stereo not given)
1,i,-36,22,9,2,-3,-3,16,0,Cc1cc(OCC(=O)N2CCC(C(N)=O)CC2)c2c(C)cc(=O)oc2c1
-4,i,-1,-7,0,1,0,-1,-7,1,COc1ccc(C)cc1NC(=O)c1nn(-c2ccccc2)cc1OC
0,i,6,8,2,-4,2,1,4,-1,COc1ccc(S(=O)(=O)NC2CC3CCC2C3)cc1Cl (stereo not given)
-6,i,6,13,3,-3,5,-2,-3,1,C/C(=N\NS(=O)(=O)c1ccc([N+](=O)[O-])cc1)c1ccc2c(c1)OCO2
